M5 antag – CHRM5 antagonism in calcium assay; 0.59% of 360,000 active; P08912; inhibition, % at 3 µM; CHO-hM5 cells, Fluo-8 calcium fluorescence, ACh EC80;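 active means inhibition above a per-plate cutoff, the mean of that plate's test compounds plus 3 SD, cut at about 27% in these data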;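 further: 0% = acetylcholine EC80 with DMSO and 100% = DMSO without agonist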
Target sequence (P08912 whole entry, looked up): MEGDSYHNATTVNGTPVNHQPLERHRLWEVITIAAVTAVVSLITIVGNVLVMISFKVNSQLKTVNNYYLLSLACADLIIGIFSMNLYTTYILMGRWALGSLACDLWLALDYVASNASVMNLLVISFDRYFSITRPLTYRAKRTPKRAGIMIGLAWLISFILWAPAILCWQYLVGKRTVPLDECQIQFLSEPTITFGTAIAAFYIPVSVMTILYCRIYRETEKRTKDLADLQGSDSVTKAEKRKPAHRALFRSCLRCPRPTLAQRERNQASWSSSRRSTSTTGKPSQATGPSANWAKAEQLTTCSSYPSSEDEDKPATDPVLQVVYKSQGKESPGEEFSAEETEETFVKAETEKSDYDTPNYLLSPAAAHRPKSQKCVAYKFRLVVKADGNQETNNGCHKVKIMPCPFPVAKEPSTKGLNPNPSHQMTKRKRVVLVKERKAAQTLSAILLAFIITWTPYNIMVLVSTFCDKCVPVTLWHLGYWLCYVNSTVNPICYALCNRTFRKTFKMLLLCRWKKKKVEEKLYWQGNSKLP
M1 ag parental – counter-screen for M1 agonists: effect in parental CHO-K1 cells; Fluo-8 calcium fluorescence; scaled to maximal ATP response, vehicle zero; activation, % at 3 µM; 0.48% of 360,000 active; in the data active means activation above about 15%;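 further: untransfected CHO-K1 host cells lacking M1 receptor as counterscreen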
CHRM4 agonist – agonists of human muscarinic M4 receptor (CHRM4). P08173. CHO-K1 hM4/Gqi5, Fluo-8 calcium fluorescence; vehicle 0%, full acetylcholine response 100%. activation, % at 3 µM. 0.14% of 360,000 active. AID 624127;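 active means activation above the run mean over all test wells plus 3 SD, cut at about 32% in these data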;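 further: peak over basal fluorescence ratio per well then scaled between controls; 0% = DMSO wells and 100% = acetylcholine at EC100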
Target sequence (P08173 whole entry, looked up): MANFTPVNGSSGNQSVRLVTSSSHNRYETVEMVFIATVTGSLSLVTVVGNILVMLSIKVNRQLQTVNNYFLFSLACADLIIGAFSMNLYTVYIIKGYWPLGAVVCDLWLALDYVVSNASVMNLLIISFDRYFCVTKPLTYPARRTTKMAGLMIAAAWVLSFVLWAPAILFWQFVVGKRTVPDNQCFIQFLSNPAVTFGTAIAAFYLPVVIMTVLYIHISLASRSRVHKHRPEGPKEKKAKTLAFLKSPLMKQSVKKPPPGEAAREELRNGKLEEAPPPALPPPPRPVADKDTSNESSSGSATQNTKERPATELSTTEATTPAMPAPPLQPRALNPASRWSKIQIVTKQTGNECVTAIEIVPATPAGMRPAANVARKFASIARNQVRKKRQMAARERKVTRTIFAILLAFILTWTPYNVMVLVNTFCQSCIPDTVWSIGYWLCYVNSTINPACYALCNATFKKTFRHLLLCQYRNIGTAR
CHRM4 PAM – CHRM4 positive allosteric modulation | CHO-K1 hM4/Gqi5, Fluo-8 calcium fluorescence, ACh EC20; 0% = ACh EC20, 100% = maximal ACh | AID 624126 | 0.4% of 360,000 active | activation, % at 3 µM | P08173;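 active means activation above its plate's cutoff, the mean activation of sample wells plus 3 SD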; further: some results filed as inactive read as strong as hits
CHO-K1 Ca PAM – M1 PAM counterscreen hit in parental CHO-K1 cells; ATP EC20, Fluo-8 calcium fluorescence; 0% at ATP EC20, 100% at ATP max; activation, % at 3 µM; 0.02% of 360,000 active; AID 602247;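 active means activation above the run cutoff, the mean activation of all test compounds plus 3 SD, cut at about 40% in these data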;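 further: peak over basal fluorescence ratio in a 140 s read after ATP addition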
M5 PAM – potentiates acetylcholine response at human M5 receptor; activation, % at 3 µM; 0.3% of 360,000 active; CHO-K1 hM5, Fluo-8 calcium, ACh EC20 PAM; 0% = ACh EC20, 100% = ACh EC100;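 active means activation above the run cutoff, the mean activation of all test compounds plus 3 SD, cut at about 18% in these data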
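System – CHO-K1 hM5 cells · Compound – 3 µM, single dose · Incubation – compound preincubation 140 s before EC20 acetylcholine addition · Technique – Fluo-8 calcium fluorescence · Measure – Max/basal fluorescence ratio as % of EC20–EC100 ACh window · Benchmarks – low control EC20 acetylcholine (0%), high control EC100 acetylcholine (100%) · Replication – singlicate, one well per test compound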
M4 antag – antagonists of human muscarinic M4 receptor (CHRM4). CHO-hM4 cells, ACh EC80, Fluo-8 calcium fluorescence. inhibition, % at 3 µM. 0.73% of 360,000 active. AID 624125;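 active means inhibition above its plate's cutoff, the mean inhibition of sample wells plus 3 SD, cut at about 27% in these data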;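 further: 0% = acetylcholine EC80 with DMSO and 100% = DMSO without agonist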
CHO-K1 Ca antag – counter-screen for M1 antagonists: effect in parental CHO-K1 cells; 0.6% of 360,000 active; ATP-induced calcium, Fluo-8 fluorescence; inhibition, % at 3 µM;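 active means inhibition above a per-plate cutoff, the plate's mean sample inhibition plus 3 SD, cut at about 24% in these data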;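 further: 0% = DMSO plus EC80 ATP and 100% = DMSO alone without ATP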
M5 ag – agonists of human muscarinic M5 receptor (CHRM5) | P08912 | CHO-K1 hM5 cells, Fluo-8 calcium fluorescence; 0% DMSO wells, 100% maximal acetylcholine response | activation, % at 3 µM | 0.19% of 360,000 active | AID 624037;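 active means activation above the run's mean over test compounds plus 3 SD, cut at about 23% in these data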;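 further: signal is peak over basal fluorescence ratio across the kinetic read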
Starred values were filed as active, the others as inactive.

SMILES	M5 antag	M1 ag parental	CHRM4 agonist	CHRM4 PAM	CHO-K1 Ca PAM	M5 PAM	M4 antag	CHO-K1 Ca antag	M5 ag
CCN(CC)CCC(c1ccc2c(c1)OCO2)c1c(O)cc(OC)cc1OC (stereo unspecified)	13	2.0	2	3	15	6	0	-8	-8
Cc1noc(C)c1CSCC(=O)Nc1cc(S(=O)(=O)N2CCOCC2)ccc1OCC(F)(F)F	1	1.7	2	12	10	0	-3	-4	-2
COc1ccccc1-c1ccc(SCC(=O)NCCc2ccccc2)nn1	2	1.4	3	5	22	4	-7	-9	-7
CC(C)C(=O)N(Cc1cc2ccccc2[nH]c1=O)C(C)C	-3	0.2	1	21	16	-1	-1	-16	-2
Cc1nccn1CCOc1ccccc1Cl	27	0.9	0	-6	15	-20	12	-12	-16
COc1cccc(C(=O)N[C@@H](C)C(=O)N2CCC3(CC2)NCCc2[nH]cnc23)c1	15	-0.2	1	-8	-2	-5	5	-15	-4
O=C(NNC(=O)c1cccnc1)c1ccncc1	10	0.5	1	8	4	-3	7	-8	1
CCC(C(=O)NCc1ccco1)N(C(=O)CNS(=O)(=O)c1ccc(C)cc1)c1ccccc1OC (stereo unspecified)	-2	0.0	0	6	14	-3	2	-24	-4
COc1ccc(C2(c3ccc(OC)cc3)NC(=O)N(CC(=O)Nc3cc(C)on3)C2=O)cc1	4	2.9	0	8	27	9	1	-16	7
COc1ccc(CCNS(=O)(=O)c2cc3c4c(c2)CCN4C(=O)CC3)cc1	0	0.1	4	-5	-21	4	3	18	2
FC(F)(F)c1cc(CCN2CCNC[C@@H]2c2ccccc2)cc(C(F)(F)F)c1	9	0.7	4	16	-11	2	8	-4	2
CCCn1nnc(NC(=O)c2ccc(Cl)cc2Cl)n1	0	-0.3	0	4	-8	-7	4	17	-5
C=CC[C@H]1Cc2c(cccc2[N+](=O)[O-])[C@H](CC=C)N1	-1	0.7	0	-7	-13	-5	6	11	2
O=C(C[C@@H]1C/C=C\CCCC(=O)OC[C@@H](c2ccccc2)NC1=O)NCCO	1	-0.7	1	-1	-20	6	-8	12	3
CC(=O)Nc1ccc(/C=N/Nc2ccc(C(=O)c3c(C)cc4ccccn34)cc2[N+](=O)[O-])cc1	5	0.0	1	10	3	0	-3	-13	-5
CCCCCC(=O)N1C[C@H](O)[C@@H](n2cc(COC(=O)c3ccccc3)nn2)C[C@@H]1c1ccc(Cl)cc1	16	0.6	4	-4	-12	-6	-2	3	0
Cc1cccc(-c2noc(CN(C(=O)/C=C/c3ccccc3Cl)C(C)C)n2)c1	9	4.2	1	-2	27	-6	-11	-6	-2
COc1cc(C(=O)OCc2cc(=O)oc3c(C)c(C)ccc23)ccc1OC(F)F	2	10	3	7	23	-2	-9	-7	2
Cc1ccc(C2(C)NC(=O)N(CC(=O)Nc3cc(S(=O)(=O)N4CCOCC4)ccc3OC(C)C)C2=O)cc1 (stereo unspecified)	2	0.4	1	8	9	3	-20	-23	-1
COc1cc(C(=O)n2cnc3ccccc32)c([N+](=O)[O-])cc1OC	-3	1.6	1	1	9	5	2	1	-8
N#Cc1ccc(NC(=O)C2CC(c3ccc(F)cc3)=NO2)cc1 (stereo unspecified)	-3	0.6	1	11	12	8	1	-16	0
COc1cc(-c2nc3cnccn3c2Nc2ccccc2)ccc1O	6	2.7	14	2	7	-4	-17	-5	4
NC(=O)CSc1nnc(-c2ccccc2)c(-c2ccccc2)n1	5	0.0	0	0	10	4	-6	-8	-3
Cc1nc(-c2ccc(S(=O)(=O)NCC3CCN(C(=O)OC(C)(C)C)CC3)s2)cs1	11	8.5	9	-41	20	-8	10	-12	-7
CCC(C)c1ccc(S(=O)(=O)N2CCN(S(=O)(=O)c3ccc(NC(C)=O)cc3)CC2)cc1 (stereo unspecified)	15	-0.4	1	-2	-3	-5	-11	6	-1
CC12CCC(=O)N1C(C(=O)NCc1ccc(Cl)cc1Cl)CS2 (stereo unspecified)	-5	-0.1	2	7	-4	-4	-15	7	-3
COc1ccc(-c2cc(CNC(C)=O)on2)cc1	-8	1.2	1	3	10	-1	1	-12	-3
C/C(CC(O)(/C=N/O)c1ccccc1)=N\O (stereo unspecified)	-4	0.3	1	0	10	-2	-4	-12	-2
O=C(CCSc1nnc2ccccn12)Nc1ccc(F)cc1	1	0.9	1	17	22	1	-8	-22	3
CC1(C)CC(=O)c2cc(C(=O)NCc3ccco3)c(=O)n(-c3ccc(Cl)cc3)c2C1	3	0.3	-1	-3	24	-3	10	-19	-9
O=P(OC1CCCCC1)(OC1CCCCC1)C(O)c1ccccc1 (stereo unspecified)	-1	6.3	0	1	23	-1	0	-8	0
CC(=O)Nc1ccc(-c2csc(NCc3ccccc3)n2)cc1	-6	2.0	2	-1	9	-1	-8	-18	0
Cc1ccc(CC(=O)NCCC(=O)O)cc1	-10	0.3	0	-5	10	5	-1	-18	7
COc1ccc(C(=O)NCCc2cccc(Cl)c2)cc1OC1CCN(C(C)=O)CC1	-9	2.1	7	5	-21	-6	-21	-6	-3
Cc1ccc2nc(N3C(=O)C(O)=C(C(=O)c4ccco4)C3c3ccc(O)cc3)sc2c1 (stereo unspecified)	0	-0.1	3	-11	-12	1	5	7	3
CCn1cc(C(=O)NCCC(=O)NCCO)c(=O)c2cc3c(cc21)OCO3	5	0.2	1	-1	4	3	-8	-2	-4
COc1ccc(-c2ccc(C(=O)NCC3CC3)c3occc23)c(C)c1	0	1.9	0	-1	5	-2	-7	-10	-1
COc1ccccc1CN1CCN(Cc2nc(Cc3ccccc3)no2)CC1	1	-0.3	0	-11	3	-2	9	1	-9
COc1cccc(CN2CCC(C(=O)N3CCN(c4ccccc4F)CC3)CC2)c1OC	5	0.9	1	5	-9	2	-1	7	1
CC(NS(=O)(=O)c1ccc(Br)cc1)C(=O)NC1CCCCCC1 (stereo unspecified)	7	0.8	1	3	16	-4	-3	-14	1
Nc1ccc(C(=O)N2CCN(S(=O)(=O)c3ccc(Cl)s3)CC2)cc1[N+](=O)[O-]	4	1.4	8	2	-17	-20	-15	-1	-1
COCCCNc1nc2ccccc2nc1NS(=O)(=O)c1ccc(OC)cc1	-3	0.2	1	-4	-3	1	0	4	-4
CN(CC(=O)Nc1ccccc1Cl)C(=O)c1cccc(S(=O)(=O)N2CCN(c3ccc(F)cc3)CC2)c1	18	5.2	11	-7	-15	-19	4	22	3
COc1ccc(-c2cc(C(F)(F)F)nc(NC3CCCC3)n2)cc1OC	2	0.8	-2	-9	4	-2	3	1	-8
Cc1ccc(/C=N/Nc2nc(N3CCCCC3)nc(N3CCCCC3)n2)o1	-8	1.0	1	3	16	3	-5	-16	-5
O=C(Nc1ccc(C(=O)O)cc1)/C(=C/c1cccc(Br)c1)NC(=O)c1ccco1	7	0.7	1	6	14	1	-8	-6	1
O=C(NCc1ccccc1)c1ccc(F)c(S(=O)(=O)N2CCOCC2)c1	-7	0.8	2	-2	11	7	-10	0	2
COc1ccc(OC)c(NC(=O)CC2C(=O)NCCN2C(=O)c2ccccc2)c1 (stereo unspecified)	8	1.2	1	0	-2	-2	-3	-5	-1

Brought forward from above: 3 compounds, followed by the next part.
SMILES	M5 antag	M1 ag parental	CHRM4 agonist	CHRM4 PAM	CHO-K1 Ca PAM	M5 PAM	M4 antag	CHO-K1 Ca antag	M5 ag
O=C(Nc1ccc(C(=O)O)cc1)/C(=C/c1cccc(Br)c1)NC(=O)c1ccco1	7	0.7	1	6	14	1	-8	-6	1
O=C(NCc1ccccc1)c1ccc(F)c(S(=O)(=O)N2CCOCC2)c1	-7	0.8	2	-2	11	7	-10	0	2
COc1ccc(OC)c(NC(=O)CC2C(=O)NCCN2C(=O)c2ccccc2)c1 (stereo unspecified)	8	1.2	1	0	-2	-2	-3	-5	-1
NC1=NC(=O)/C(=C\C=C\c2ccccc2)S1	4	-0.2	0	3	14	-3	-10	-9	-2
C=CCn1nnnc1SCC(=O)Nc1cccc(C(F)(F)F)c1	-9	0.9	2	7	6	6	-11	7	2
CN(C)C(=S)Nn1c(-c2ccccc2)nc2ccccc2c1=O	1	-0.3	0	4	-8	0	-6	10	0
CC(C)(C)NC(=O)C(=O)NN=C1CCCCCC1	-1	1.8	3	0	6	1	-10	-14	2
O=C(COC(=O)c1ccc([N+](=O)[O-])cc1)NCCC1=CCCCC1	-5	0.2	1	11	15	5	-10	-13	1
CCNc1nnc(-c2ccc(C)cc2)o1	4	0.3	0	4	11	4	-1	-13	-10
COc1ccc(CCC(=O)N2CCN(S(=O)(=O)c3ccc(C)cc3)CC2)cc1	3	0.4	2	5	5	0	-4	-9	-5
O=C1CCc2cc(S(=O)(=O)Nc3ccc(F)cc3)ccc2N1	1	0.0	1	3	-21	-6	-5	11	4
CC(=O)Nc1ccc(S(=O)(=O)NCCCN2CCOCC2)cc1	5	1.4	2	7	-1	4	-4	-10	-2
COc1ccc(/C=N/OCC(=O)NC(c2ccccc2)c2ccccc2)c(OC)c1	4	0.3	-1	9	1	-6	6	-8	-6
CN1CCC(N2CCCC(C(=O)O)C2)CC1 (stereo unspecified)	5	0.5	0	-3	10	-4	9	-9	2
CCOC(=O)c1ccccc1NC(=O)c1ccccc1N(C)S(C)(=O)=O	1	1.3	1	7	20	-2	-9	-6	-2
O=C(NCC(c1cccnc1)N1CCOCC1)c1cccc(Cl)c1 (stereo unspecified)	-7	0.3	1	1	-1	-8	4	-8	-4
c1ccc2c(CCNc3ncnc4nc[nH]c34)c[nH]c2c1	17	11	25	-16	4	-23	9	12	7
Cc1ccc(-c2nnc(-c3cccs3)o2)cc1	2	-0.5	0	8	21	10	0	-12	-3
NNC(=O)CNC(=O)Nc1n[nH]c(=S)s1	8	0.9	0	15	14	-3	-3	-5	2
O=C(COc1ccc(S(=O)(=O)N2CCCC2)cc1[N+](=O)[O-])N1CCCC1	7	0.4	2	0	4	-3	-1	-6	3
COCCCN1C(=O)C(=O)/C(=C(/O)c2ccc(OCC(C)C)cc2)C1c1cccnc1 (stereo unspecified)	-4	0.5	0	10	6	1	6	-4	-2
Cc1ccc2cc(C)c(Sc3nnnn3-c3ccccc3)nc2c1	-2	0.7	-1	-7	19	2	16	-5	-3
Cc1cccc2cc(CN(CCN3CCCC3)C(=O)NC3CCCCC3)c(=O)[nH]c12	1	-0.3	0	0	-9	-2	16	6	-4
Cc1cccnc1C(NC(=O)C1CCN(Cc2ccc(Cl)cc2)CC1)c1ccccc1 (stereo unspecified)	3	0.7	5	-8	10	-9	1	-5	-2
CC(=O)N1CCN=C1SCc1cccc(F)c1	14	-0.1	0	0	-11	1	7	3	-3
Cc1noc(C)c1CSc1nnc(-c2ccccc2)n1N	1	0.8	1	4	17	0	-7	-13	-2
O=C(N/N=C/c1cccc(O)c1)c1ccc2c(c1)OCCO2	16	2.1	9	0	-1	2	3	-2	-4
CC(C)COc1ccc(C(=O)N(Cc2ccco2)C2CCS(=O)(=O)C2)cc1 (stereo unspecified)	4	2.2	2	9	9	-5	15	2	0
Cc1ccc(-c2nc(COC(=O)C3=NN(c4ccccc4)C(=O)CC3)cs2)cc1	5	0.1	0	-8	-1	-5	1	-20	-9
Nc1nc(NC(=O)c2cccnc2)nn1-c1ccccc1	0	-0.4	1	4	-1	-4	9	4	-1

Screening results as filed in PubChem.

Rows are unselected; overall some 2.7% were active at least once.
